Source: PubChem BioAssay (National Center for Advancing Translational Sciences (NCATS))
GRP78 ERSR act: ER stress response induction in glioma; 0.02% of 420,000 active; Potency, µM, without a hit: at the highest dose activation, most hits filed as activators; U87-MG GRP78 promoter luciferase reporter, 16 h; further: series mostly up to about 76 µM; % of control where 0% means no effect; nearly all actives have a fitted effect of over 35% in size
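Stably transfected U87-MG human glioma cells carrying a GRP78-based luminescent sensor were seeded at 1000 cells/well, pin-dosed with compounds and incubated 16 h. Luciferase reagent was then added, and end-point luminescence was read after 10 min at room temperature.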
Vif-APOBEC3G blk: inhibitors of Vif-APOBEC3G interaction. Q9HC16. HeLa A3G-eYFP + Vif (tagged APOBEC3G with the HIV-1 protein that degrades it), YFP fluorescence, overnight. Potency, µM (top dose mostly 46.1 µM), for the others: at the top dose activity, negative = active, most hits filed as inhibitors. 0.076% of 410,000 active. AID 602310;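 further: on the % scale 0 is the no-effect control and ±100 the full control effect; nearly all actives have a fitted effect of over 60% in size; hits raise eYFP signal because A3G escapes Vif-driven loss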
Target sequence (Q9HC16 whole entry, looked up): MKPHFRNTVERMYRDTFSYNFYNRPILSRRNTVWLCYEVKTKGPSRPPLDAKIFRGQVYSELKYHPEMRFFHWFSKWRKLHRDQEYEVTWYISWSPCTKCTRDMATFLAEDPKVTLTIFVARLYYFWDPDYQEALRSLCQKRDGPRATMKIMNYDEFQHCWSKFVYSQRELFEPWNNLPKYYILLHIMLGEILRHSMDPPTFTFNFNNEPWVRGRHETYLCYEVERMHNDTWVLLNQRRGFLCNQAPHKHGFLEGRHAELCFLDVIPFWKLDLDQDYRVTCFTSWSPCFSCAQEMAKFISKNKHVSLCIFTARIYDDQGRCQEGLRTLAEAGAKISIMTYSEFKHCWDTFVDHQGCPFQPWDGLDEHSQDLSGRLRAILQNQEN
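HeLa cells stably expressing Vif and C-terminally eYFP-tagged A3G, seeded overnight at 37 deg C, then exposed to compound by pintool overnight at 37 deg C. Rise in yellow fluorescence (Ex 488/Em 500-530, Acumen) marks blocked Vif-driven A3G degradation.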
* marks the source's active call; other numbers are inactive results; ? = inconclusive; & = joins results of further samples. The call rests on the fitted dose curve; in most records, active means well fitted curve in the direction sought with a large enough effect; inconclusive means small, poorly fitted or top-dose-only effect, or another doubt; inactive means no such curve, though single readings can be large; an effect the other way counts as inactive or inconclusive. Potency means the concentration at half of the fitted maximal effect.

The first three records, ahead of the listing:
SMILES	GRP78 ERSR act	Vif-APOBEC3G blk
COc1ccc(CC(N)c2csc(NC(=O)Nc3ccccc3C(C)(C)C)n2)cc1 (stereo unspecified)	-3%	-21%
CC(C)(C)c1ccc(C(=O)C[n+]2cc(Br)cc(Br)c2)cc1	-5%	4%
CCc1ccc(C=C2SC(=S)N(CCCC(=O)Nc3ccc(C(=O)O)cc3)C2=O)cc1	-8%	0%

Results, repeating the preview:
SMILES	GRP78 ERSR act	Vif-APOBEC3G blk
COc1ccc(CC(N)c2csc(NC(=O)Nc3ccccc3C(C)(C)C)n2)cc1 (stereo unspecified)	-3%	-21%
CC(C)(C)c1ccc(C(=O)C[n+]2cc(Br)cc(Br)c2)cc1	-5%	4%
CCc1ccc(C=C2SC(=S)N(CCCC(=O)Nc3ccc(C(=O)O)cc3)C2=O)cc1	-8%	0%
COCCNc1nc(Oc2cccc(NC(C)=O)c2)c2sccc2n1	-1%	2%
CC(=O)NC(c1cccc(F)c1)c1nc(-c2cccc(F)c2)cs1 (stereo unspecified)	-2%	-1%
NC(=O)CSc1ccc2nnc(-c3ccncc3)n2n1	-3%	3%
COc1ccc(-c2cc(NC=O)c3ncc(-c4ccc(OC)c(OC)c4)n3c2)cc1OC	14%	?
OC[C@@H]1CN(Cc2ccc(Cl)cc2)C[C@H](n2cnc3c(NCc4ccco4)ncnc32)O1	-5%	3%
OC(c1ccc(F)cc1)c1nc(-c2cnc3ccccc3c2)cs1 (stereo unspecified)	-3%	-4%
O=S(=O)(c1ccc(Br)cc1)N1CCN(c2nc(-c3cccs3)nc3ccccc23)CC1	-2%	3%
NC(=O)c1cccc(-c2cnc3c(Nc4cccc(OC(F)(F)C(F)F)c4)nccn23)c1	-5%	-11%
COc1ccc(CCCNC(=O)C2Cc3c(-c4cccc(C(N)=O)c4)ccnc3O2)cc1 (stereo unspecified)	0%	?
COc1ccc(Cc2c(C(C)(C)C)nc3ccc(Br)cn23)c(C)c1	4%	-4%
CCOC(=O)C1(C)CCN1C(=O)c1ccc(SC(F)(F)F)cc1 (stereo unspecified)	-2%	-4%
COc1ccc(-c2ccc3nncn3c2)cn1	-1%	-2%
CCOP(=O)(OCC)C(Cc1ccccc1)N=C(c1ccccc1)c1ccccc1 (stereo unspecified)	6%	-4%
O=C(C(=Cc1ccccc1)c1ccccc1)c1ccccc1	1%	-7%
CCCCC(=O)N(C)c1c(C)nc2ccc(C(=O)NCCN(C)C)cn12	-3%	6%
OC[C@@H]1CN(Cc2ccccc2)C[C@H](n2ccc3c(N4CCCC4)ncnc32)O1	-2%	-4%
CC1(C(=O)NC2CCCCC2)CCC(=O)N1C1CCN(Cc2ccccc2)CC1 (stereo unspecified)	3%	-1%
CCCNC(=O)c1cc2c(c(-c3cccc(-c4ccc(F)cc4)c3)n1)[C@H](CCO)N(S(=O)C(C)(C)C)C2 (stereo partly specified)	-3%	-11%
COc1cccc(C(NC(C)=O)c2nc(-c3cc4ccccc4o3)cs2)c1 (stereo unspecified)	-5%	-29%
COc1ccc(NS(=O)CCCc2ccccc2)cc1 (stereo unspecified)	-3%	-2%
Cc1ccc2nc(C(C)(C)C)c(Cc3cccc(F)c3)n2c1	-3%	-2%
CC(C)(O)C#Cc1cccc(-c2nc(C(=O)NCCCN3CCOCC3)cc3c2[C@H](CCO)N(S(=O)C(C)(C)C)C3)c1 (stereo partly specified)	-2%	-1%
Clc1ccccc1Nc1nc(NCc2ccccc2)nc2ccsc12	-4%	-4%
CN(C)CCCNc1nc2cc(-c3ccccc3)sc2c(=O)n1C	-1%	0%
O=C(Nc1nnc([C@H]2C[C@H](O)[C@@H](CO)O2)s1)c1cccc(OC(F)(F)F)c1	-1%	0%
CCc1nc2ccc(C(=O)N(C)CCCN(C)C)cn2c1N(C)CCCc1ccccc1	-1%	3%
CN(C)c1ccc(/C=C/c2c3ccccc3nc3ccccc23)cc1	-1%	-16%
CCOC1=C2CN(S(=O)(=O)c3ccc(C)cc3)[C@H](c3cccc4ccccc34)C[C@H]2C(C#N)(C#N)C(C#N)(C#N)C1	-10%	?
CCc1nc2ccc(C(=O)NCCCn3ccnc3)cn2c1N(CC)CCN(C)C	-1%	2%
COc1ccc(NC(=O)C2Cc3c(-c4cccc(F)c4)ccnc3O2)cc1OC (stereo unspecified)	-2%	-2%
Cc1cc(F)ccc1-c1cc(C(=O)NCc2ccccc2)[nH]n1	3%	-6%
CC(O)(C(=O)c1ccccc1)c1ccccc1 (stereo unspecified)	-3%	5%
OC[C@@H]1CN(CCN2CCOCC2)C[C@H](n2cnc3c(NC4CCCC4)ncnc32)O1	-3%	-2%
COC(=O)c1ccc2cc(F)cc(C)c2n1	0%	-2%
CCc1nc2ccc(C(=O)N3CCN(S(=O)(=O)CC)CC3)cn2c1N(CC)Cc1cccc(Br)c1	-2%	-2%
COc1cc(CN2C[C@@H](CO)O[C@@H](n3cnc4c(NCCCO)ncnc43)C2)cc(OC)c1OC	-3%	0%
CC(=O)c1cccc(NC(=O)C2Cc3c(-c4ccc5c(c4)OCO5)ccnc3O2)c1 (stereo unspecified)	-1%	-5%
CCC(CC)CN1CCC(CN2C(=O)C(=O)NC[C@@H]2CC(C)C)CC1	-1%	3%
CS(=O)(=O)c1ccc(/C=C2\C=Cc3ccccc32)cc1	-2%	-1%
Cc1ccc(OCCNC(=O)[C@H]2O[C@@H](n3ccc(=O)[nH]c3=O)[C@H](O)[C@@H]2O)cc1C	-2%	1%
COC(=O)[C@H](CC(C)C)NC(=O)CC[C@H]1O[C@@H](n2cc(C)c(=O)[nH]c2=O)C[C@@H]1O	-3%	0%
COc1ccc(C2Nc3cccc(O)c3C(=O)N2Cc2ccccc2)cc1COc1ccc(NC(C)=O)cc1 (stereo unspecified)	-4%	-3%
CCc1nc2c(OCc3cccc(Cl)c3)cccn2c1N(C)C(=O)Nc1ccccc1OC	-2%	-3%
OC(c1cc(F)cc(Cl)c1)c1ncc(-c2ccccc2Cl)[nH]1 (stereo unspecified)	-1%	-11%
CC(C)c1ccc(CC(=O)N2CCC2(C)C(=O)NCCC#N)cc1 (stereo unspecified)	-3%	1%
COc1ccc(NC(=O)c2cc(-c3cc(F)ccc3OC(C)C)n[nH]2)c(C)c1	-1%	-2%
COc1ccc(C(=O)CCN(C)C)c2ccccc12	-12%	-21%
CCCCN(C=O)c1c(CC)nc2c(OCCn3cccc3)cccn12	-3%	-3%
FC(F)(F)c1ccc(-c2nc3ccccc3s2)cc1	-3%	-3%
COCCc1ccc(OC2(C)CCN(Cc3cccc(OCOC)c3)C2)cc1 (stereo unspecified)	-3%	-2%
CCC(OC(=O)c1ccc(S(C)(=O)=O)c([N+](=O)[O-])c1)C(=O)NC1C2CC3CC(C2)CC1C3 (stereo unspecified)	-13%	-8%
COc1cccc(CN2CCC2(C)C(=O)Nc2cccc3cccnc23)c1OC (stereo unspecified)	-4%	0%
O=C(C[n+]1ccccc1Br)c1ccc(-c2ccccc2)cc1	7%	-1%
Nc1nc2ncn(COCCO)c2c(=O)[nH]1	-2%	0%
CCc1nc2ccc(C(=O)N3CCN(C(=O)c4ccco4)CC3)cn2c1N(C)Cc1cccs1	0%	-3%
OC(c1ccccc1)(c1nc(-c2cccc(C(F)(F)F)c2)cs1)C(F)(F)F (stereo unspecified)	-12%	-1%
CC(C)C[C@@H](CN1CCC[C@@H]1CN1C(=S)NC[C@@H]1Cc1ccccc1)N1C[C@H](Cc2ccc(O)cc2)N(CC2CCCCCC2)C1=S	9%	-22%

(next part)
SMILES	GRP78 ERSR act	Vif-APOBEC3G blk
CN1CCc2c(c3cnc4cc(Cl)ccc4c3n2C)C1	-3%	5%
CC1(Cc2cccc(C(N)=O)c2)C(=O)Nc2c(Cl)cccc21 (stereo unspecified)	-3%	-2%
CC(C)(C)c1ccc(C(=O)N2CCC2(C)C(=O)NCc2cccc3ccccc23)cc1 (stereo unspecified)	-1%	-1%
COc1cc(N(C)C)c(OC)cc1C=O	0%	3%
CCOC1=C2[C@@H](CN(S(=O)(=O)c3ccc(C)cc3)[C@H]2c2ccccc2F)[C@H]2C(=O)N(CC)C(=O)[C@H]2C1	-4%	-3%
CC(=O)NC(c1ccccc1)c1nc(-c2ccccc2)cs1 (stereo unspecified)	3%	-5%
CSc1ccccc1-c1cnc2cccnn12	-2%	-3%
CC(C)NC(=O)N(C)C[C@@H]1OCCCC[C@@H](C)Oc2ccc(NC(=O)Nc3ccc(F)cc3)cc2C(=O)N([C@H](C)CO)C[C@@H]1C	-2%	2%
COC[C@H]1CCCN1[C@H]1CS(=O)(=O)N[C@@H]1COCc1ccccc1	-3%	-2%
CC(C)CN1CCC1(C)C(=O)Nc1cccc(C#N)c1 (stereo unspecified)	3%	-1%
CCc1nc2ccc(C(=O)N(CC)CCN(C)C)cn2c1N(C)Cc1ccc(OC)cc1	-4%	-4%
COc1ccc([C@@H]2CC(=O)[C@@H]3CN(S(=O)(=O)c4ccc(Cl)cc4)[C@H](c4ccc(C)cc4)C[C@@H]3N2S(=O)(=O)c2ccccc2)cc1	-3%	-3%
COc1ccc(CNC(=O)c2ccc(-c3cnn(C)c3)c3ccoc23)cc1OC	0%	-9%
CCCC(=O)N1CCC1(C)C(=O)Nc1ccccc1C(C)(C)C (stereo unspecified)	4%	0%
Cc1ccc(F)c(S(=O)(=O)NC(=O)C2(C)CCN2C(=O)c2ccc(C(F)(F)F)nc2C)c1 (stereo unspecified)	-3%	-1%
CCCCNC(=O)C1(C)CCN1C(=O)c1ccncc1 (stereo unspecified)	-3%	-1%
CC(C)(C)OC(=O)NCc1ccc(NC(=O)c2nc[nH]c2C(=O)Nc2cc(Br)ccc2F)cc1	-6%	-1%
Cc1cc(C(=O)N2CCCC(C)(C(=O)NS(=O)(=O)C3CC3)C2)nn1C(C)(C)C (stereo unspecified)	1%	-2%
COc1ccc(C2CC(c3ccccc3)Oc3cc(OC)c(OC)c(OC)c32)cc1 (stereo unspecified)	0%&-4%	3%&-3%
c1ccc2c(c1)oc1c(-c3ccc4nccn4c3)cccc12	0%	?
CC(C)Nc1nc(-c2ccccc2F)c2sc(-c3ccccc3)cc2n1	0%	-8%
COc1cc(-c2cc(NC=O)c3ncc(-c4cccc(C(F)(F)F)c4)n3c2)cc(OC)c1OC	-4%	-19%
COc1cccc(CN2CCC2(C)C(=O)Nc2cccc(Oc3ccccc3)c2)c1OC (stereo unspecified)	-3%	3%
O=C1OC(C(Cl)(Cl)Cl)Nc2ccccc21 (stereo unspecified)	-3%	0%

Of the compounds above, 3 contain a cyano group.
SMILES	GRP78 ERSR act	Vif-APOBEC3G blk
CCOC1=C2CN(S(=O)(=O)c3ccc(C)cc3)[C@H](c3cccc4ccccc34)C[C@H]2C(C#N)(C#N)C(C#N)(C#N)C1	-10%	?
CC(C)c1ccc(CC(=O)N2CCC2(C)C(=O)NCCC#N)cc1 (stereo unspecified)	-3%	1%
CC(C)CN1CCC1(C)C(=O)Nc1cccc(C#N)c1 (stereo unspecified)	3%	-1%

The main list resumes, repeating the 4 entries before the break.
SMILES	GRP78 ERSR act	Vif-APOBEC3G blk
CC(C)Nc1nc(-c2ccccc2F)c2sc(-c3ccccc3)cc2n1	0%	-8%
COc1cc(-c2cc(NC=O)c3ncc(-c4cccc(C(F)(F)F)c4)n3c2)cc(OC)c1OC	-4%	-19%
COc1cccc(CN2CCC2(C)C(=O)Nc2cccc(Oc3ccccc3)c2)c1OC (stereo unspecified)	-3%	3%
O=C1OC(C(Cl)(Cl)Cl)Nc2ccccc21 (stereo unspecified)	-3%	0%
CCCCn1c(SCC#N)nc2ccccc2c1=O	-1%	0%
C[C@H]1CNC(=O)c2c(C(=O)N3CCN(C(=O)OC(C)(C)C)CC3)ncn21	-4%	2%
OC(Cc1cccc(Br)c1)c1ncc(-c2cccc(C(F)(F)F)c2)[nH]1 (stereo unspecified)	-7%	-17%
Cc1nc2c(OCC(=O)C(C)(C)C)cccn2c1N(C)Cc1cccs1	0%	0%
CSc1ccc(-c2cc3c(c4c2ccn4C)C2CCC3O2)cc1 (stereo unspecified)	-1%	-9%
COc1ccccc1CNC(=O)C1(C)CCN1Cc1ccc2ccccc2c1 (stereo unspecified)	-2%	-8%
COc1cccc(NC(=O)c2ccc3nc(C)c(N(C)Cc4ccc(NC(C)=O)cc4)n3c2)c1	-1%	-5%
COc1ccc(-c2coc3c(C(=O)Nc4ccc(OC)nc4)cccc23)c(C)c1	8%	-7%
Cc1cccnc1C(c1ccc(F)cc1)N(C)C(=O)C1CCN(CCCOc2ccc(F)cc2)CC1 (stereo unspecified)	0%	6%
COc1ccc(C(C)(O)c2nc(-c3ccncc3)cs2)cc1 (stereo unspecified)	-2%	?
COc1cccc(CNC(=O)C2(C)CCCN2C(=O)C(C)C)c1 (stereo unspecified)	2%	-2%
CCCCN(C=O)c1c(CC)nc2ccc(C(=O)N3CCN(c4ccccc4)CC3)cn12	-3%	-2%

Single records (already shown). Order of screens: GRP78 ERSR act | Vif-APOBEC3G blk
`OC(Cc1cccc(Br)c1)c1ncc(-c2cccc(C(F)(F)F)c2)[nH]1` (stereo unspecified) across the screens: -7% | -17%
`COc1ccc(C(C)(O)c2nc(-c3ccncc3)cs2)cc1` (stereo unspecified) across the screens: -2% | ?

This is a subset. The share of hits here may be higher or lower than overall.
